CBFb RUNX1 block – CBF-beta/RUNX1 interaction disruption; AlphaScreen CBFb-His/RUNX1-biotin binding, biochemical; Q01196+Q13951; 230,000 tested, under 10 active; Potency, µM (doses to about 59.8 µM), inactives show at the top dose activity, negative = inhibition, hits mostly inhibitors; also: % of control where 0% means no effect
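Interaction loss through any mechanism counts as activity. Pre-formed complex of His-CBF-beta and biotin-RUNX1 (30 nM apiece) is incubated with compound 15 min, then with 50 ng nickel and 50 ng streptavidin beads for 90 min before AlphaScreen detection.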
TRb-SRC2 inh – inhibitors of human thyroid hormone receptor beta-SRC2 interaction. P10828. TRbeta-SRC2 peptide binding, fluorescence polarization; receptor liganded with 1 µM T3. Potency, µM (highest dose often 106 µM), for inactives: at the top dose activity change, negative = inhibition, actives largely listed as inhibitors. 0.065% of 280,000 active;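 also: potency is read from the fitted curve at half-maximal effect; plate controls were bound peptide for no effect and peptide without receptor for full effect; nearly all actives have a fitted effect of over 50% in size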
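TRb LBD 0.6 uM + Texas Red SRC2 peptide 20 nM, 1 uM T3, Tris buffer w/ 5% DMSO; compound pinned, 5 h RT; FP read ex 555/em 632; normalized to unbound and bound controls.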
TexasRed fluor – alters Texas Red total fluorescence, flagging assay interference. Potency, µM (series often up to 106 µM), for the others: at the top dose fluorescence change, negative = quenching. 0.29% of 280,000 active. AID 1479. TRb/SRC2 Texas Red total fluorescence interference; active = well fitted curve in either direction with a large enough effect; inconclusive = small, poorly fitted or top-dose-only effect; also: potency is read from the fitted curve at half-maximal effect; % is scaled to controls: 0 for no effect and ±100 for the full control effect
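Human TRβ ligand-binding domain (0.6 uM) and Texas Red SRC2 peptide (20 nM) in Tris buffer with 1 uM T3 and 5% DMSO were incubated with pinned compound for 5 hr at ambient temperature. Total fluorescence was computed as S + 2P (555/632 nm).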
Tau fluor cs – counter-screen for tau fibril formation inhibitors; 0.93% of 280,000 active; tau K18 P301L (four-repeat tau fragment) Alexa594 fluorescence, heparin fibrillization; Potency, µM (top dose mostly 57.7 µM), for the others: at the top dose activity change, negative = decrease; also: potency is read from the fitted curve at half-maximal effect; % is scaled to controls: 0 for no effect and ±100 for the full control effect; nearly all actives have a fitted effect of over 55% in size
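Human K18 P301L tau (15 uM unlabeled plus 0.24 uM Alexa 594-labeled, final) in 100 mM sodium acetate pH 7 was mixed with compound and 20 uM heparin and incubated 6 hr at 37 C.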
Epigenetic derep – regulators of epigenetic silencing causing reporter derepression in mouse cells; murine LDR cells, GFP reporter derepression, 30 h; Potency, µM (top dose mostly 53.9 µM), for the others: at the highest dose GFP activation, usual class: activators; 0.2% of 280,000 active; AID 1865; also: potency is read from the fitted curve at half-maximal effect; % of control where 0% means no effect; nearly all actives have a fitted effect of over 60% in size
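Murine LDR cells bearing a silenced CMV-driven GFP reporter were exposed to compound for 30 h at 37 C. After PBS washes, GFP-positive cells (20-120 um objects) counted by laser-scanning microplate cytometry.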
NPSR antagonist – antagonists of human neuropeptide S receptor cAMP signaling; Q6W5P4; CHO-NPSR cells, cAMP TR-FRET, antagonist mode; Potency, µM (titrated, usually from 38.3 µM), for the others: top-dose activity change, negative = inhibition, actives largely listed as inhibitors; 1% of 220,000 active; AID 1461; also: potency is read from the fitted curve at half-maximal effect; % is scaled to controls: 0 for no effect and ±100 for the full control effect; nearly all actives have a fitted effect of over 50% in size; many of its hits are not listed in these tables
Target sequence (Q6W5P4 whole entry, looked up): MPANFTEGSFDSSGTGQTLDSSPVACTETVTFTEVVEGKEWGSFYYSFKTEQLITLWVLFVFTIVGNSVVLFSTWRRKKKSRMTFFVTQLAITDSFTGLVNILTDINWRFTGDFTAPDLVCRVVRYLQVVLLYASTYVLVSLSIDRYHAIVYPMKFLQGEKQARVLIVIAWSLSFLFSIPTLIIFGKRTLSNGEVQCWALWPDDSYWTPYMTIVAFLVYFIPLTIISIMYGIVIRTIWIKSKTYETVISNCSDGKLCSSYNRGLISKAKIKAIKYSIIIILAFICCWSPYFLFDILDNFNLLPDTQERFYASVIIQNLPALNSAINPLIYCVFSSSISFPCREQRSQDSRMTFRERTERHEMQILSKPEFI
GLA spleen mod – alpha-galactosidase A (human) modulation. human spleen homogenate, 4MU-alpha-Gal fluorescence, 40 min. Potency, µM (top dose mostly 80 µM), without a hit: at the highest dose activity change, negative = inhibition, usual class: inhibitors. 0.008% of 240,000 active;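 also: potency is read from the fitted curve at half-maximal effect; 0% = enzyme with vehicle and -100% = no enzyme basal signal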
Target sequence (P06280 32-429 limits assumed): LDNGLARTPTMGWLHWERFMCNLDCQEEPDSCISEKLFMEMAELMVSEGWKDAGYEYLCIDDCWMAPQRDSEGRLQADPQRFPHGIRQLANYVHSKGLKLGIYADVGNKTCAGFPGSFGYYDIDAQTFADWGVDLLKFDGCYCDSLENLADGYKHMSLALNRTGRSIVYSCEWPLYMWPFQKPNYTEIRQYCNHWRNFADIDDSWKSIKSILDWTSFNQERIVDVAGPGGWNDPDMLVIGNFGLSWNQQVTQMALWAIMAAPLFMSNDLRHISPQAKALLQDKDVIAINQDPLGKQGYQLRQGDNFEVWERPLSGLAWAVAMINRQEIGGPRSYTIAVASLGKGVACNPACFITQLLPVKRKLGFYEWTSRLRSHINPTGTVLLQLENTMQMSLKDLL
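qHTS titration in buffer at pH 5.0. Alpha-galactosidase activity in spleen homogenate was measured via 4-methylumbelliferone release from 1 mM fluorogenic substrate after 40 min at 37C and a pH 10 stop. AC50 came from Hill fits of control-normalized data.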
Tau FP inhib – inhibitors of human tau fibril formation; 0.39% of 280,000 active; Potency, µM (titrated, usually from 57.7 µM), without a hit: top-dose activity, negative = inhibition, most hits filed as inhibitors; AID 1468; K18 P301L tau heparin fibrillization, Alexa594 FP, 6 h; also: potency is read from the fitted curve at half-maximal effect; % is scaled to controls: 0 for no effect and ±100 for the full control effect; nearly all actives have a fitted effect of over 55% in size
Target sequence (P10636 561-689 P618L limits assumed): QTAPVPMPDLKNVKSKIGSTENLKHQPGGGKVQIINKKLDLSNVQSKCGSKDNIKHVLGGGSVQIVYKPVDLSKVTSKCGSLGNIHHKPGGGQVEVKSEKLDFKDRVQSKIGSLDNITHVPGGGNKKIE
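Human K18 P301L fragment (15 uM unlabeled plus 0.24 uM Alexa 594-labeled) in 100 mM sodium acetate pH 7 with compound, aggregation induced by 20 uM heparin for 6 hr at 37 C. ThT (30 uM) added for 1 hr, then Alexa 594 FP read.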
An asterisk follows results filed as active; ? = inconclusive; / = not tested or not shown; & = joins results of further samples; [ ] = dose if it differs, or a comment. Unless noted, calls follow the shape of the dose curve; as a rule, active = well fitted curve in the direction sought with a large enough effect; inconclusive = small, poorly fitted or top-dose-only effect, or another doubt; inactive = no such curve, though single readings can be large; an effect the other way counts as inactive or inconclusive.

item | Molecule | NPSR antagonist | Tau fluor cs | Tau FP inhib | CBFb RUNX1 block
1 | CCCCSc1c(C)c2cc3c(cc2[nH]c1=O)OCO3 | -13%[46.1 µM] | -15% | -4% | 14%
2 | Cc1ccc(-c2nnc(SCC(=O)N/N=C/c3cccs3)n2-c2ccc(C)cc2)cc1 | -27% | 0% | 1% | 3%
3 | CC(C)c1c(O)nc(SCCOc2ccc(Cl)cc2)[nH]c1=O | -5% | -34% | -1% | 11%
4 | CC1=C(c2ccc(C)cc2)S(=O)(=O)NC1=NCc1ccccc1Cl | / | -14% | -3% | /
5 | COc1oc(-c2ccccc2)nc1C(F)(F)F | -13%[46.1 µM] | -2% | 3% | 7%
6 | O=C(O)Cn1ncc2ccccc2c1=O | -11% | -6% | 0% | -1%
7 | COc1ccc(NC(=O)Cn2nnc(-c3nc(-c4ccncc4)no3)c2N)cc1OC | / | -9% | -5% | /
8 | O=C(CSc1nc2ccncc2[nH]1)Nc1ccccc1C(F)(F)F | -3%[46.1 µM] | 4%&-3% | 3%&0% | 0%

item | Epigenetic derep | TRb-SRC2 inh | GLA spleen mod | TexasRed fluor
1 | 4.0% | -10% | 2% | -3%
2 | 11% | -10% | -12% | 0%
3 | 7.2% | -4% | 7% | -2%
4 | 8.0% | -2% | / | 0%
5 | -1.1% | -4% | 9% | -12%
6 | -7.7% | -5% | -11% | -2%
7 | -2.2% | -7% | / | 0%
8 | -2.8%&-4.1% | 1%&3% | -7% | 0%&-3%

(next part)
item | Molecule | NPSR antagonist | Tau fluor cs | Tau FP inhib | CBFb RUNX1 block
9 | CCOC(=O)C(=O)N=Nc1c(O)[nH]c2ccccc12 | 1% | -2% | -1% | 1%
10 | COc1ccc(C(=O)Nc2sc(C)c(C)c2CN2CCOCC2)cc1 | -12% | -26% | 12% | -2%
11 | Cc1c(Cl)c(C(=O)NNC(=S)Nc2ccccc2)nn1C | -7%[46.1 µM] | -8% | 0% | -3%
12 | CCOC(=O)C1CCCN(C(=O)c2ccc(OCC)cc2)C1 (stereo not given) | -8%[46.1 µM] | -2% | 3% | 13%
13 | CCC(c1nnnn1Cc1ccco1)N(CCc1ccccc1)Cc1cc2cc(C)ccc2[nH]c1=O (stereo not given) | ? | -16% | 1% | -15%
14 | CCOC(=O)CCN1C(=O)[C@H]2[C@H]3[C@H](O)[C@H](O)C/C(=N/NC(=O)OCC)[C@H]3CC[C@@H]2C1=O | / | -2%[11.6 µM] | -5%[11.6 µM] | 2%[13.1 µM]
15 | Cc1ccc2nc(Cl)c3cc(C(=O)NC4CCCCCC4)sc3c2c1 | / | -18% | 1% | /
16 | CC1CN(CC(O)COCc2ccc3c(c2)OCO3)CC(C)O1 (stereo not given) | 13% | -5% | 2% | 5%

item | Epigenetic derep | TRb-SRC2 inh | GLA spleen mod | TexasRed fluor
9 | 0.0% | -4% | 8% | -5%
10 | -8.4% | -4% | 1% | 0%
11 | 1.0% | -15% | -4% | 0%
12 | -1.0% | -4% | -3% | -3%
13 | -7.0% | 8% | -15% | 3%
14 | 1.1%[10.1 µM] | 5%[11.2 µM] | -9%[17.5 µM] | 2%[11.2 µM]
15 | 4.9% | -4% | / | -1%
16 | -1.8% | -5% | -3% | -1%

Following part:
item | Molecule | NPSR antagonist | Tau fluor cs | Tau FP inhib | CBFb RUNX1 block
17 | CCc1nc2n[nH]c(N)c2c2c1CSC(C)(C)C2 | -2%[46.1 µM] | -6% | -2% | 7%
18 | CN(c1ccccc1C(=O)Nc1ccc(F)c(F)c1)S(C)(=O)=O | -8% | -17% | 2% | 2%
19 | COc1ccc(N(CC(=O)O)S(C)(=O)=O)cc1OC | -6%[46.1 µM] | 2% | 2% | 10%
20 | N#Cc1ccc(-c2cccs2)nc1SCc1c(F)cccc1Cl | / | ? | ? | /
21 | CCn1nc(C)cc1C(=O)Sc1ccc(Cl)cc1Cl | 2% | -9% | -5% | 4%
22 | CC(C)(C)N(Cc1ccccc1)C(=O)CCc1ccccc1 | -8% | 3% | 3% | -3%
23 | O=c1sc(Nc2ccccc2)nc2ccccc12 | -7% | -1%[2.34 µM] | -6%[2.34 µM] | 2%
24 | COC(=O)c1sccc1-n1cccc1C(=O)C(=O)N1CCOCC1 | 20% | 1% | 0% | -16%

item | Epigenetic derep | TRb-SRC2 inh | GLA spleen mod | TexasRed fluor
17 | 0.0% | -14% | -3% | -2%
18 | 0.1% | 4% | 4% | -1%
19 | 0.0% | 0% | 1% | 0%
20 | 0.0% | 3% | / | -17%
21 | 2.1% | 7% | 4% | -3%
22 | -2.2% | -4% | -11% | -1%
23 | 0.0% | -3% | -5% | 4%
24 | 2.4% | -7% | 7% | -1%

Other results follow.
item | Molecule | NPSR antagonist | Tau fluor cs | Tau FP inhib | CBFb RUNX1 block
25 | CCN(CC)S(=O)(=O)c1cccc(C(=O)OCC(=O)Nc2ccccc2OC(F)F)c1 | -17%[46.1 µM] | -24% | 3% | 3%
26 | COc1cccc(/C=N/NC(=O)c2nc(-c3ccccc3)cc(-c3ccccc3)n2)c1 | -26%[46.1 µM] | -17% | 0% | -19%
27 | CCOC(=O)C1CCN(Cc2cn[nH]c2-c2ccccc2)CC1 | 3%[7.67 µM] | -5% | -5% | 6%
28 | CC[C@H](C)[C@H](N)C(=O)N[C@@H](CCCCN)C(=O)N[C@H](C(=O)N[C@@H](C)C(=O)N[C@H](C(=O)O)C(C)C)C(C)C | / | / | / | -1%
29 | Cc1ccc(NC(=O)N(Cc2ccco2)Cc2cc3cc(C)cc(C)c3nc2Cl)cc1 | -30%[46.1 µM] | -25% | -2% | 17%
30 | COc1ccc(NC(=O)C2CCCN(S(=O)(=O)c3cccc4cccnc34)C2)c(OC)c1 (stereo not given) | -4%[46.1 µM] | -11% | 2% | -6%
31 | COc1ccc(NS(=O)(=O)c2cc(-c3nnnn3C)ccc2OC)cc1 | -5%[46.1 µM] | -2% | -3% | 4%
32 | O=C(CNC(=O)c1ccc2c(c1)OCCO2)N/N=C/c1ccco1 | 26% | -6% | 5% | 2%

item | Epigenetic derep | TRb-SRC2 inh | GLA spleen mod | TexasRed fluor
25 | -2.9% | 5% | 6% | 0%
26 | -1.9% | -3% | 4% | -5%
27 | 1.5% | -7% | 4% | -1%
28 | / | 1% | -3% | -5%
29 | -2.2% | -6% | 3% | -5%
30 | 0.8% | 0% | 9% | -4%
31 | -1.4% | 2% | 10% | 1%
32 | 0.8% | -4% | -5% | -1%

Next part:
item | Molecule | NPSR antagonist | Tau fluor cs | Tau FP inhib | CBFb RUNX1 block
33 | O=C(O)CCCNC(=O)c1cccc(C(=O)NCCCC(=O)O)n1 | 15% | 9% | 2% | 8%
34 | COc1ccc(Nc2nc(-c3ccc4c(c3)NC(=O)CO4)cs2)cc1 | -56% | 13µM*[quencher] | -2% | -10%
35 | CCC(C)n1c(-c2ccco2)nc2nc3ccccc3nc21 (stereo not given) | -6%[46.1 µM] | -5% | 7% | 2%
36 | COc1ccc(-c2nn3c(-c4ccccc4C)nnc3c3ccccc23)cc1 | / | -12% | -6% | /
37 | COCCNC(=O)/C(C#N)=C/C(C)=C/c1ccccc1 | -1% | -1% | 0% | 5%
38 | CCn1cc(C(=O)N2CCN(c3cccc(C)c3C)CC2)c2cc(OC)c(OC)cc2c1=O | / | -2% | 9% | /
39 | O=C(NCCOc1nc(N2CCCCC2)nc(N2CCCCC2)n1)Nc1ccccc1 | ? | ? | -9% | 12%
40 | COc1ccc(C2(CNC(=O)c3cc([N+](=O)[O-])cc([N+](=O)[O-])c3)CCCC2)cc1OC | -2% | -24% | 10% | -24%

item | Epigenetic derep | TRb-SRC2 inh | GLA spleen mod | TexasRed fluor
33 | -5.0% | -2% | 3% | -2%
34 | -0.1% | -3% | -4% | -3%
35 | -1.2% | -11% | ? | -2%
36 | -1.0% | 0% | / | 5%
37 | 0.0% | -3% | 0% | 0%
38 | 6.3% | -1% | / | -1%
39 | -1.0% | 0% | 0% | -5%
40 | 1.1% | 0% | 2% | -2%

(listing goes on)
item | Molecule | NPSR antagonist | Tau fluor cs | Tau FP inhib | CBFb RUNX1 block
41 | Cc1ccc(-c2nc3ccccc3o2)cc1NC(=O)c1cccc2c(Cl)cccc12 | / | -9% | -7% | /
42 | CCN1CCN(C(=O)C(N)Cc2ccccc2)CC1 (stereo not given) | 12% | 5% | 3% | -7%
43 | COc1ccccc1OCc1ccc(C(=O)NCCN(C)C)o1 | 2%[46.1 µM] | -1% | -2% | -1%
44 | COc1ccc(C2C3C=CCC(c4ccccc4)C3C(=O)N2Cc2ccccc2)cc1Cl (stereo not given) | / | / | / | -4%
45 | Cc1cc(C)c[n+](C2=C([O-])c3ccccc3C(=O)/C2=N\S(=O)(=O)c2cccs2)c1 | 19% | -3% | 7% | 2%
46 | Cc1ccc2c(c1)C(=O)C(=O)N2Cc1ccc(OCCC(C)C)cc1 | / | -7% | 0% | /
47 | Cc1cc(C)nc(Nc2ncc(O)n2-c2ccc(Br)cc2)n1 | 3% | 1% | -5% | 5%
48 | O=[N+]([O-])c1ccc(Sc2nccn2Cc2ccccc2)c([N+](=O)[O-])c1 | 11%[46.1 µM] | ? | 9% | -13%
49 | Cc1ccc(S(=O)(=O)NCc2ccc(C(=O)NCc3cccnc3)cc2)cc1 | -10% | 0% | -4% | 6%
50 | CN(C)S(=O)(=O)c1cccc(C(=O)OCC(=O)c2ccc3c(c2)NC(=O)CO3)c1 | -19%[46.1 µM] | -15% | -3% | 6%

item | Epigenetic derep | TRb-SRC2 inh | GLA spleen mod | TexasRed fluor
41 | -1.1% | 3% | / | -14%
42 | 2.1% | -7% | -6% | 0%
43 | -0.2% | / | 4% | /
44 | / | 0% | 7% | -2%
45 | 7.4% | -13% | -8% | ?
46 | -6.8% | 0% | / | -1%
47 | 4.3% | -2% | 5% | -1%
48 | 0.0% | -9% | 7% | -3%
49 | -2.1% | 5% | -4% | -1%
50 | 5.8% | 7% | 14% | -1%

Screening data from PubChem BioAssay.

A portion of the library; count on the stated rates, not on these rows.
